From PubChem BioAssay
PAX8 inh HTS = lowers PAX8-driven luciferase in RMG-I cells | RMG-I TPO-luciferase reporter, SteadyGlo, 24 h | AID 652154 | 1.2% of 360,000 active | inhibition, % at 12.6 µM;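 active = mean replicate inhibition at least 60% with every replicate also reaching 60%; inconclusive = only one of the two criteria is met; inactive = mean below 60% and not all replicates reaching 60%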;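 also: luciferase light reporting Pax8 driven TPO promoter activity; plate controls were median of neutral control wells for no effect and mitoxantrone controls for full effect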
miR122 inh = inhibitors of miR-122 in Huh7 cells | Huh7 miR-122 Renilla luciferase sensor, 48 h; neutral wells = 0, positive control = 100 | 0.3% of 340,000 active | activation (reporter increase), % at 12.5 µM | AID 602342;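 active = mean replicate activation score at least 90 and every replicate individually at or above 90; inconclusive = only one of the two criteria met; inactive = neither criterion met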;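 also: higher luciferase means less miR-122 activity so hits act as miR-122 inhibitors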
GSIS activator = GLuc luminescence reporter in INS-1E cells, primary screen for activators of glucose-dependent secretion of insulin; 0.61% of 370,000 active; INS-1E GLuc reporter insulin secretion, 2-3 h; activation, % at 16.6 µM; AID 743287;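 active = lowest replicate activation of at least 40%, so every replicate reaches that level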;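 also: 0% = median of neutral control wells and 100% = median of IBMX positive control wells; some compounds called inactive have numbers as strong as hits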
EWS-Fli block = blocks EWS/Fli oncoprotein-driven transcription | AID 651661 | A673 NR0B1-luciferase reporter, viability-normalised | inhibition, % at 12.6 µM | 0.67% of 350,000 active;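 active = mean inhibition of at least 50% after viability correction, with every replicate also passing that limit; inconclusive = mean reaches 50% but only one of two replicates passes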;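 also: firefly luciferase signal divided by Alamar Blue viability fluorescence both relative to DMSO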
FN deposit inh = fibronectin deposition inhibition. inhibition, % at 12.6 µM. AH1F fibroblasts, Alexa488-fibronectin deposition fluorescence, overnight. 0.086% of 350,000 active;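 active = mean inhibition across replicates of 30% or more, regardless of how many single replicates reach that level; inconclusive = mean under 30% yet at least half of replicates reach 30%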;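 also: positive control wells lacked labelled fibronectin entirely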
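Assay system: AH1F fibroblasts / Quantity: 10000 cells per well / Medium: DMEM plus 2% serum, read in PBS / Reagent: labelled fibronectin 24 nM / Dosing: single dose, pinned / Times: 1 h cell attachment, overnight exposure to compound and label / Signal: fluorescence, ex 485 nm, em 525 nm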
F508del corr = correctors of CFTR F508del function in bronchial epithelial cells | 0.36% of 350,000 active | CFBE cells, YFP halide quenching; stimulated with forskolin plus potentiator P3; % fluorescence drop versus neutral controls | activity (quench increase), % at 7.58 µM;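 active = mean added fluorescence quench of at least 8% versus neutral control, with both replicates also reaching 8%; inconclusive = only one of the mean or replicate conditions met; inactive = mean below 8% and not both replicates reaching 8%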;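 also: cells transiently co-express mutant CFTR-F508del with the halide-sensitive YFP; corrector assay measuring rescue of mutant channel to the surface after 24 h compound exposure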
DENV2 CPE rescue = protects cells from dengue virus 2 cytopathic effect. DENV2-infected cells, cytopathic effect rescue, plate reader. CPE inhibition, % at 9.99 µM. 1.7% of 350,000 active; in the data active = CPE inhibition above about 20%, passing the limit was not always enough; inconclusive = no clear call, values can overlap the other calls; tested in BHK-21 cells;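 also: 0% = median of neutral control wells and 100% = median of positive control wells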
* = called active by the depositor; ? = inconclusive; / = not tested or not shown; & = joins results of further samples; [ ] = another dose, or the depositor's remark.

canonical_smiles	PAX8 inh HTS	miR122 inh	GSIS activator	EWS-Fli block	FN deposit inh	F508del corr	DENV2 CPE rescue
CN1C(=O)/C(=N\OC(=O)c2ccccc2Cl)c2ccccc21	-11	/	14	1	4	/	?
CCN(CC(=O)NCc1cccs1)C(=O)c1cccc(S(=O)(=O)Nc2ccc(OC)cc2)c1	5	/	-2	1	6	0.5	-3
C[C@H]1CN([C@@H](C)CO)C(=O)CCCn2nncc2CO[C@H]1CN(C)C(=O)Nc1ccc(C(F)(F)F)cc1	-13	2[16.7 µM]	-2	-13	-18	-4.8	-6
COc1ccc(S(=O)(=O)N2CCC(C(=O)NCc3cccnc3)CC2)cc1Cl	5	/	2	8	2	3.2	-2
CCOC(=O)c1sc2nc(OCCN3CCOCC3)cc(C)c2c1N	6	/	10	5	8	-0.8	-2
CN1CCC(=O)N([C@H](COc2ccccc2)Cc2ccccc2)CC1	-6	8	3	-2	4	2.5	20*
O=S1(=O)CCOCCCN1Cc1ccccc1Br	-4	-2	0	-10	-6	-3.1	33*
Cc1ccc(/C=N/Nc2ncnc3nc[nH]c23)cc1	-50	-3	6	-77	-1	-0.6	-5
COc1cccc(C#Cc2c(C=O)n(C)c3ccccc23)c1	85*	11	10	-17	-13	-3.0	0
COc1ccccc1C(=O)Nc1ccnn1C1CCN(Cc2ccn[nH]2)CC1	13	/	18	/	-3	-0.2	-7
NNC(=O)CS(=O)(=O)c1ccc(Cl)cc1	-3	/	5	2	-7	-1.8	3
CCC(=O)N1[C@@H]2CN(C(=O)NC(C)C)c3ccccc3[C@@H]2[C@@H]1CO	-2	0[16.7 µM]	3	-3	/	-0.5	2
COC(=O)C1=C(C(=O)OC)SC2(S1)C(C(=O)OC)=C(C(=O)OC)SC1=C2c2cccc(C)c2NC1(C)C	/	0	33	/	11	/	/
COCCNC(=O)CSc1ccc(-c2nc3ccccc3[nH]2)cn1	-14	-1	9	-12	4	3.2	2
COc1ccccc1NC(=O)N1C[C@@H]2N[C@H](C1)C2c1ccc(/C=C/c2ccccc2)cc1 (some centres undefined)	35&-84	/	19&-15	5&-1	21&-8	-1.5&4.9	-15&-6
CCOc1ccc(NC(=O)c2ccc(N3CC4CC(C3)c3cccc(=O)n3C4)c(NC(=O)CCN3CCOCC3)c2)cc1 (centres undefined)	11	1	-4	/	9	2.2	-2
COc1ccc(NC(=O)C2CCCN2c2ccc(OC)c(OC)c2)cc1OC (centres undefined)	-7	-2	/	/	11	/	/
COc1ccc(CCNC(=O)Cn2cnc3scc(-c4ccccc4)c3c2=O)cc1OC	29	/	6	9	-2	-0.5	-5
C[C@@H]1CN([C@@H](C)CO)S(=O)(=O)c2ccc(Br)cc2O[C@@H]1CN(C)C(=O)C1CC1	0&-25	1	-14&14	3&-1&-4	-4	2.9&2.4&-1.9	5&4&6
COc1cc(C(=O)N2CCCC(c3nc(-c4cccs4)no3)C2)cc(OC)c1OC (centres undefined)	/	3	16	/	10	/	/
O=C(CN1C(=O)CSc2ccc(S(=O)(=O)N3CCOCC3)cc21)N1CCCCC1	1	1	5	/	-2	1.2	?
CC(=O)Nc1ccc(NC(=O)CSc2nnc(COc3ccccc3C)n2CC2CCCO2)cc1 (centres undefined)	19	4	12	12	-4	2.2	-4
O=C(c1cccc(F)c1)N1CC(=O)N2[C@H](CO)[C@@H](c3ccc(-c4ccccc4F)cc3)[C@H]2C1	22	/	2	5	/	-0.7	-2
O=C(C[C@@H]1C[C@@H]2c3cc(NC(=O)C4CCC4)ccc3O[C@@H]2[C@H](CO)O1)NCC(F)(F)F	-2	3[16.7 µM]	-1	1	1	-1.5	-3
CCCN(C(=O)/C=C/c1ccco1)c1c(N)n(Cc2ccccc2)c(=O)[nH]c1=O	9	/	14	0	-8	-0.8	3
CCOc1cc(C)c(S(=O)(=O)N2CCCCC2)cc1C	11	-3	-15	-3	-15	1.0	-8
CC(C)NC(=O)N(C)C[C@@H]1Oc2ccc(NC(=O)Nc3cccc4ccccc34)cc2C(=O)N([C@H](C)CO)C[C@@H]1C	1	-4[16.7 µM]	-1	-12	/	-1.9	8
O=C(Nc1sc2c(c1C(=O)O)CCC2)c1ccccc1	13	10	-13	/	3	/	/
Cc1sc2nc(C3CC3)nc(SCC(=O)NCc3ccco3)c2c1C	/	-3	6	-8	/	-0.4	-4
O=C(Nc1cccc(NC(=O)c2cccnc2)c1)c1ccccc1	-3	-1	12	/	/	3.3	3
N#C[C@@H]1[C@H](c2ccc(-c3cccc(F)c3)cc2)[C@H](CO)N1C(=O)NC1CCCC1	3	/	-17	15	1	8.6*	-21
O=C(CCNS(=O)(=O)c1ccc(Cl)cc1)N1CCCC1	5	/	-1	-3	-1	0.1	2
CCN(C(=O)CSc1nc(N)cc(=O)[nH]1)C1CCS(=O)(=O)C1 (centres undefined)	-5	2	7	1	/	-3.6	0
C/C(N)=C(/C#N)C(=O)COC(=O)c1ccccc1Cc1ccccc1	3	/	-45	-4	6	-8.0	-1
COc1ccc(NS(=O)(=O)c2cccc(C(=O)NNC(=O)c3cncc(Br)c3)c2)cc1	0	-1	-3	-1	/	3.2	0
CCC(NC(=O)NC1CCCCC1)c1ccccc1 (centres undefined)	-21	/	-51	0	7	-2.7	-5
O=C(NC(=S)Nc1nc(-c2cccc([N+](=O)[O-])c2)cs1)c1cc(Cl)ccc1Cl	-14	5	-5	-4	10	-0.4	/
CCCNC(=O)N(C)C[C@@H]1Oc2cc(-c3cncnc3)ccc2S(=O)(=O)N([C@@H](C)CO)C[C@@H]1C	8	1[16.7 µM]	13	3	4	-0.7	2
C[C@H](CO)N1C[C@H](C)[C@H](CN(C)Cc2ccc(Oc3ccccc3)cc2)Oc2ccc(N(C)C)cc2C1=O	19	-1[16.7 µM]	-25	6	1	-2.5	0
Cc1ccc(S(=O)(=O)NC(=O)NC(C)c2ccc(F)cc2)cc1 (centres undefined)	-9	/	6	1	1	0.9	2

Pulled by compound from the entries so far (two):
canonical_smiles	PAX8 inh HTS	miR122 inh	GSIS activator	EWS-Fli block	FN deposit inh	F508del corr	DENV2 CPE rescue
C[C@H](CO)N1C[C@H](C)[C@H](CN(C)Cc2ccc(Oc3ccccc3)cc2)Oc2ccc(N(C)C)cc2C1=O	19	-1[16.7 µM]	-25	6	1	-2.5	0
Cc1sc2nc(C3CC3)nc(SCC(=O)NCc3ccco3)c2c1C	/	-3	6	-8	/	-0.4	-4

Remaining list, next part:
canonical_smiles	PAX8 inh HTS	miR122 inh	GSIS activator	EWS-Fli block	FN deposit inh	F508del corr	DENV2 CPE rescue
CCN(CC(=O)NCc1ccc(F)cc1)C(=O)COc1ccccc1[N+](=O)[O-]	9	-6	-1	2	-7	-3.1	0
C[C@H](CO)N1C[C@H](C)[C@@H](CN(C)Cc2ccc(-c3ccccc3)cc2)Oc2ccc(NC(=O)Cc3ccccc3)cc2CC1=O	94*	-35[16.7 µM]	-19	21	/	-0.8	-9
COc1ccc(S(=O)(=O)N(C)C[C@@H]2Oc3ncc(C#Cc4ccccc4)cc3C(=O)N([C@H](C)CO)C[C@@H]2C)cc1	/	-10[16.7 µM]	16	4	4	0.4	6
CN(C)C(=O)C[C@H]1CC[C@@H]2[C@@H](COc3ccc(NS(=O)(=O)c4cccc(F)c4)cc3C(=O)N2C)O1	-18	1[16.7 µM]	2	4	4	-3.3	?
Cc1ccc(F)c(NC(=O)c2cncn2-c2ccccc2)c1	3	2	16	3	1	3.4	1
COCC(=O)N(C)C[C@H]1Oc2cc(-c3ccc(C)cc3)ccc2S(=O)(=O)N([C@H](C)CO)C[C@H]1C	/	-21[16.7 µM]	2	-11	-10	0.6	1
O=C1CN(Cc2ccccc2)CC(=O)N1	-6	2	0	13	3	3.4	9
Cc1ccc(CNC(=O)CNC(=O)c2ccc(Br)o2)cc1	-2	-5	6	5	-2	-2.1	2
COC(=O)C(Cc1cnc(Cl)s1)(C(=O)OC)c1ccc(C(F)(F)F)cc1[N+](=O)[O-]	18	2	/	/	0	/	/
CCOc1ncccc1C(=O)NCCN1C(=O)S/C(=C/c2cccs2)C1=O	-1	/	15	-4	-1	/	14
COc1ccc(C(=O)OCC(=O)Nc2c(C)n(C)n(-c3ccccc3)c2=O)cc1OC	9	/	-5	-1	1	-3.8	6
COC(=O)C1=C(C)NC(C)=C(C(=O)OC)C1c1ccco1	6	/	-3	5	-10	0.3	-2
CC(C)(C)N(Cc1ccc2c(c1)OCO2)C(=O)/C=C\S(=O)c1ccccc1 (centres undefined)	95*	/	-12	46	21	-3.8	-6
CC1(C)CC(=O)C(C=NCC(N)=O)=C(O)C1	/	5	-4	-3	/	-2.9	5
COc1ccc(-c2cc(C(=O)N/N=C/c3cccnc3)c3cc(C)cc(C)c3n2)cc1	-6	/	1	/	-18	0.7	3
CCOCCCNC(=O)/C(C#N)=C/c1ccc(Cl)c([N+](=O)[O-])c1	-3	3	-24	65*	7	0.5	-6
CC(=O)c1cccc(NC(=O)c2cnccn2)c1	-21	1	2	-10	-10	0.5	?
CCOc1ccccc1N(CC(=O)NCCSc1ccccn1)S(=O)(=O)c1ccc(C)cc1	-6	8	-4	-5	-10	-0.9	-3
CCCCOc1ccc(CC(=O)NCC(=O)O)cc1	/	2	-10	/	2	/	/
COc1ccc(NC(=O)c2c(C)nn(-c3ccccc3)c2Cl)cc1	-33	1	-4	-35	10	1.3	-3
Cc1cc(C)n(S(=O)(=O)c2ccc(C)c(C)c2C)n1	6	20	18	/	0	/	/
O=C(COc1cc(Cl)c(Cl)cc1Cl)N1CCN(c2ccccn2)CC1	5	-6	-8	2	-9	3.0	/
Cn1cnc(S(=O)(=O)N[C@@H]2CC[C@@H](CC(=O)Nc3ccc(-c4ccccc4)cc3)O[C@@H]2CO)c1	3	/	12	2	/	-1.4	7
CCCCn1nnc(NC(=O)c2ccc([N+](=O)[O-])cc2Cl)n1	-30	-10	-11	-12	-25	-0.1	-1
Cc1nn(-c2ccccc2)c(N2CCCC2)c1/C=N/NC(=S)Nc1ccccc1C(F)(F)F	9	/	/	15	3	2.9	?
COc1ccc(NC(=O)Nc2ccc3c(c2)C(=O)N([C@H](C)CO)C[C@H](C)[C@H](CN(C)C(=O)CCCN(C)C)OCCCC[C@@H](C)O3)cc1	/	-2[16.7 µM]	6	-9	/	-1.0	2
CCn1cc(C(=O)NP(=O)(Nc2ccc(C)cc2)Nc2ccc(C)cc2)c2ccccc21	13	1	26	-5	-12	2.6	12
